IL1B NFkB pot = enhances IL-1B driven NFkB nuclear translocation; HUVEC IL-1B NFkB p65 nuclear translocation imaging; activation, % at 2 µM; hit rate 0.3% among 94,000; AID 819;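 active = activation above 40%, about the mean plus 3 SD, also judged a hit on visual image review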;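 also: percent activation is computed from the nuclear over cytoplasmic p65 intensity ratio; values of inactives mirror those of a sister screen read the other way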
MRP reversal = compounds reversing MRP-mediated drug resistance | H69AR cells + 2 uM doxorubicin, CellTiter-Glo, 72 h | differential viability (reversal), % at 10 µM | hit rate 0.04% among 85,000;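 active = viability drop by adding the cancer drug above about 55%, with treated viability meeting a 40% cutoff, limit read from the data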;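 also: viability without doxorubicin minus viability with 2 µM doxorubicin for each compound; larger differential means the compound sensitizes cells more to doxorubicin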
PLAP inhibitors HTS = inhibition of human placental alkaline phosphatase – biochemical, luminescence, HTS (AID 690); hit rate 0.08% among 96,000; one-dose inhibition, % at 20 µM; IC50 in µM for titrated hits; purified PLAP, luminescent substrate; higher % means a stronger effect; in the data active = a potency from the dose series; inactive = the rest, 99 in 100 with inhibition below about 30%; also: strong numbers were not always called active
IL1B NFkB inh = blocks IL-1B driven NFkB nuclear translocation in HUVEC cells. HUVEC IL-1B NFkB p65 nuclear translocation imaging. inhibition, % at 2 µM. hit rate 0.43% among 94,000;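 active = inhibition above about 30% together with a positive call from visual inspection of the well image, limit read from the data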;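 also: nuclear over cytoplasmic p65 intensity ratio measured by imaging; 0% = IL-1B stimulated DMSO wells and 100% = unstimulated DMSO wells; values of inactives mirror those of a sister screen read the other way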
Bcl-B displacement = displacers of TR3 peptide from Bcl-B, primary screen, selectivity assay for Bfl-1 inhibitor project, biochemical, fluorescence polarization; FP displacement of FITC-TR3 peptide from Bcl-B; higher % means a stronger effect; displacement, % at 20 µM, or IC50 in µM where a hit was titrated; hit rate 0.11% among 96,000;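 active = displacement above 50% at 20 µM plus a fluorescence interference ratio under 1.5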;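 also: plate controls were wells without compound for no effect and wells lacking Bcl-B protein for full effect; a part of the inactive calls stands beside numbers as strong as those of hits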
MRP reversal cytotoxicity = further read-out of MRP reversal, marked with its call; viability, %; H69AR cells, CellTiter-Glo, 72 h; measured here: cytotoxicity without doxorubicin
MRP reversal with doxorubicin = recorded beside MRP reversal, whose call it bears; viability, %; measured here: viability with 2 uM doxorubicin; stronger effect = lower value
IL1B NFkB inh cell count 2 µM = also measured in IL1B NFkB inh; calls as there; cell count; measured here: cells passing quality filter;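 raw number of nuclei counted in each imaged well without normalization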
IL1B NFkB pot cell count 2 µM = second read-out of IL1B NFkB pot, no call of its own (marks repeat the call); cell count; measured here: cells passing quality filter
Starred values were filed as active, the others as inactive; · = not tested or not shown. A portion of the library; count on the stated rates, not on these rows.

SMILES	IL1B NFkB pot	IL1B NFkB pot cell count 2 µM	MRP reversal	MRP reversal cytotoxicity	MRP reversal with doxorubicin	PLAP inhibitors HTS	IL1B NFkB inh	IL1B NFkB inh cell count 2 µM	Bcl-B displacement
CC1CCC(C(=O)NC(C(=O)N2CCc3ccccc3C2)C(C)C)CC1 (stereo unspecified)	19	182	4	98	93	12%	-19	182	2%
CCC(C)(C)NC(=O)C(C)OC(=O)c1nsc(Cl)c1Cl (stereo unspecified)	0	87	-2	95	97	·	0	87	·
Cc1cccc(NC(=S)NC2CC3CCC(C2)N3Cc2ccco2)c1 (stereo unspecified)	-2	151	·	·	·	-2%	2	151	6%
COc1ccccc1N1CCN(Cc2nc(N)nc(Nc3ccc(C)c(Cl)c3)n2)CC1	-15	107	·	·	·	-47%	15	107	1%
CS(=O)(=O)N(Cc1ccccc1)c1ccc(C(=O)NC2CCCCC2O)cc1 (stereo unspecified)	-1	118	18	101	83	-25%	1	118	-2%
COc1ccc(CNC(=O)c2cc3c(=O)n4ccccc4nc3n(Cc3ccco3)c2=N)cc1	5	161	-17	52	68	·	-5	161	·
c1nc(N2CCC3(CC2)OCCO3)c2c3c(sc2n1)CCCC3	14	128	-6	73	78	-28%	-14	128	3%
O=C(CC(C(=O)N1CCc2ccccc21)n1ccnc1)NCc1ccccc1 (stereo unspecified)	·	·	4	91	87	-47%	·	·	-7%
O=C(CCn1c(=O)c2sccc2n(CC(=O)OCc2ccccc2)c1=O)NCc1ccco1	-4	202	9	86	77	6%	4	202	6%
Cc1ccc(NCc2nnc(SCC(N)=O)n2CC2CCCO2)c(C)c1 (stereo unspecified)	5	167	10	99	90	·	-5	167	·
COc1ccccc1-c1nnc(SCC(=O)O)n1C	3	124	-5	77	82	6%	-3	124	0%
CCC(Sc1nc(=O)cc(N)n1-c1cccc(C)c1)C(=O)Nc1cc(C)on1 (stereo unspecified)	-3	140	-3	92	95	-4%	3	140	6%
CN1CCN(C(=O)N2CCNC2=O)CC1	9	112	-19	105	123	-11%	-9	112	-5%
O=C(N1CCOCC1)N1CCC(n2nnc3cc(F)ccc32)CC1	7	134	-7	92	99	-20%	-7	134	79%
C/C(NCC(C)(C)CN(C)C)=C(/C#N)C(=O)NCc1ccccc1	-9	105	-12	98	110	-38%	9	105	-5%
Cc1ccc(Sc2oc(/C=N/n3cnnc3)cc2Br)cc1	-12	157	-48	23	71	-21%	12	157	-10%
COC(=O)CNC(=O)/C=C/c1ccc(OC)cc1	0	189	·	·	·	15%	0	189	5%
COc1ccc(OC)c(NC(=O)c2ccc(NS(C)(=O)=O)cc2)c1	13	157	-12	43	55	11%	-13	157	0%
CCN1c2ccccc2NC2N=C(OC)C(c3ccccc3)C21 (stereo unspecified)	10	58	0	1	1	-38%	-8	58	0%
CCC(C)N1C(=O)CCC1C(=O)NCc1ccc2c(c1)OCO2 (stereo unspecified)	2	186	-4	99	103	-5%	-2	186	-4%
Cc1ccc(S(=O)(=O)NC(c2ccccc2)C(C)C(=O)n2nc(C)cc2C)cc1 (stereo unspecified)	2	164	·	·	·	-8%	-2	164	-8%
O=C(NCc1ccco1)C(c1ccco1)N(Cc1cccs1)C(=O)Cn1nnc2ccccc21 (stereo unspecified)	7	108	-3	76	79	·	-6	108	·
O=C1Cc2ccccc2C(c2ccccc2)N1 (stereo unspecified)	-17	68	9	92	83	2%	17	68	7%
CCOc1ccc(C(=O)Nc2ccc3c(c2)OCO3)cc1OCC	1	153	-5	93	98	21%	-1	153	-9%
CCOC(=O)c1sc(SCC(=O)Nc2ccc(N(C)C)cc2)nc1N	-6	101	-12	58	70	-24%	6	101	10%
CCOC(=O)C1(C)/C(=N/Nc2ccccc2Cl)C(=O)C(=O)N1c1ccccc1 (stereo unspecified)	0	182	-12	59	71	-34%	0	182	-11%
COc1ccc2cc3cc(C(=O)Nc4ccc5c(c4)OCO5)oc3nc2c1	9	178	-7	24	31	-5%	-9	178	-25%
O=C(CSc1nnnn1-c1ccccc1)Nc1ccc(Cl)cn1	-1	90	11	98	88	13%	1	90	-9%
CCOC(=O)CSc1nc(NC#N)nc(N(CC)CC)n1	9	144	7	98	92	·	-9	144	·
Cc1cccc(NC(=O)c2cccc(Cn3cc(Br)c([N+](=O)[O-])n3)c2)c1C	5	87	·	·	·	0%	-5	87	-6%
C=CCn1c(COc2cccc3ccc(C)nc23)nnc1SCC(N)=O	12	142	-1	93	94	-32%	-12	142	-8%
CCC(C)Sc1nc2c(c(=O)n1C)SC(C)C2 (stereo unspecified)	·	·	12	93	80	-1%	·	·	2%
Cc1[nH]c(=O)[nH]c(=O)c1S(=O)(=O)N(C)Cc1ccccc1	7	183	·	·	·	-10%	-7	183	-3%
COC(=O)c1c(NS(C)(=O)=O)sc2c1CCCC2	11	128	8	105	97	-31%	-11	128	2%
O=C(NC1CCCCC1)N1CCCC1	19	122	-8	92	100	·	-19	122	·
O=C(CC(c1ccc(F)cc1)c1ccco1)N1CCCC1 (stereo unspecified)	·	·	13	88	75	-66%	·	·	-3%
O=C(CN(C1CCCCC1)S(=O)(=O)c1ccc(F)cc1)Nc1ccc2c(c1)OCO2	14	76	21	100	79	·	-14	76	·
CCOc1ccc(CC(=O)C2C(=O)CCCC2=O)cc1OCC	31	66	10	93	83	21%	-28	66	-12%
CC(C(=O)O)N1C(=O)/C(=C/C=C/c2ccco2)SC1=S (stereo unspecified)	5	155	·	·	·	-1%	-5	155	-27%
COc1ccc(C(=O)NCc2c(CC(C)C)oc(C)c2C(=O)O)cc1	6	95	-3	94	98	-46%	-6	95	0%

An excerpt of these results, with bars between the fields:
molecule | IL1B NFkB pot | IL1B NFkB pot cell count 2 µM | MRP reversal | MRP reversal cytotoxicity | MRP reversal with doxorubicin | PLAP inhibitors HTS | IL1B NFkB inh | IL1B NFkB inh cell count 2 µM | Bcl-B displacement
O=C(CN(C1CCCCC1)S(=O)(=O)c1ccc(F)cc1)Nc1ccc2c(c1)OCO2 | 14 | 76 | 21 | 100 | 79 | · | -14 | 76 | ·
CCOc1ccc(CC(=O)C2C(=O)CCCC2=O)cc1OCC | 31 | 66 | 10 | 93 | 83 | 21% | -28 | 66 | -12%

More entries follow.
SMILES	IL1B NFkB pot	IL1B NFkB pot cell count 2 µM	MRP reversal	MRP reversal cytotoxicity	MRP reversal with doxorubicin	PLAP inhibitors HTS	IL1B NFkB inh	IL1B NFkB inh cell count 2 µM	Bcl-B displacement
O=C(c1ccc2c(c1)OCO2)N1CCN(c2ccc(Cl)cc2)CC1	4	84	20	98	79	-52%	-4	84	-8%
COc1ccccc1OCCC(=O)OCCN1C(=O)c2ccccc2C1=O	7	128	-3	88	92	3%	-7	128	2%
COc1cc(CNc2ccc3[nH]c(=O)[nH]c3c2)cc(Cl)c1OCC(=O)NC(C)(C)C	9	149	·	·	·	-69%	-9	149	8%
O=C(CSc1nc(-c2ccc(F)cc2)cs1)N1CCN(C(=O)c2ccco2)CC1	·	·	-13	74	87	-14%	·	·	-7%
Cc1cc(Nc2ccc(F)cc2C)n2ncnc2n1	·	·	6	93	87	-31%	·	·	-2%
COc1ccc(-c2nnc(SCC(=O)c3cc(C)n(Cc4cccs4)c3C)o2)cc1	4	159	-6	86	92	-25%	-4	159	-16%
CCCCNC(=O)CSc1nnc(-c2ccc(S(=O)(=O)N3CCCC3)cc2)n1C	15	110	12	87	74	·	-15	110	·
COc1ccc(Cc2nnc3n2N=C(c2cc4ccccc4o2)CS3)cc1OC	4	174	-13	35	48	·	-4	174	·
CCOC(=O)C1=C(CC)Nc2ccccc2N=C1NC(=O)Cn1cnc2ccccc2c1=O	3	134	6	97	91	1%	-3	134	-1%
Cc1cc(C)cc(Nc2ccc([N+](=O)[O-])nc2[N+](=O)[O-])c1	-4	113	·	·	·	-2%	4	113	-2%
c1cc2c3c(cccc3c1)NC1(CCCCCC1)N2	·	·	-20	51	72	10%	·	·	·
Cc1nc2c(c(=O)n1Cc1ccco1)c1nc3ccccc3nc1n2Cc1ccccc1	·	·	-5	11	16	-55%	·	·	-32%
Cc1ccc(/C=N\n2c(-c3ccccc3)n[nH]c2=S)s1	2	166	·	·	·	-33%	-2	166	-4%
CCn1nc(CC(=O)Nc2ccc(-n3cnnn3)c(C)c2)c2ccccc2c1=O	-6	86	3	87	84	6%	6	86	5%
COc1ccc2cc3cc(C(=O)NCCN4CCN(c5ccccc5F)CC4)oc3nc2c1	45*	181*	-16	75	92	-22%	-45	181	-9%
COc1ccc(N2CCN(C(CNC(=O)c3ccco3)c3cccnc3)CC2)cc1 (stereo unspecified)	40*	95*	29	105	76	-7%	-40	95	0%
Cn1c(=O)c2c(O)cc(=O)[nH]c2n(-c2ccccc2)c1=O	1	99	16	95	80	-5%	-1	99	2%
C=CCc1cc(/C=C2/NC(=S)NC2=O)cc(OC)c1O	12	191	·	·	·	30%	-12	191	-96%
O=C(CN1C(=O)c2ccccc2S1(=O)=O)Nc1ccccc1	-9	41	-18	87	105	-8%	9	41	-4%
Oc1cccc2ccc(Nc3ccccn3)nc12	·	·	0	1	0	44%	·	·	-6%
O=C(O)CC(C(=O)Nc1ccc(Cl)c(Cl)c1)C1CCCO1 (stereo unspecified)	7	147	10	111	101	6%	-7	147	-6%
CCOc1ccccc1/C=N/NC(=O)Cc1csc(Nc2cccc(C(F)(F)F)c2)n1	3	176	·	·	·	-7%	-3	176	-5%
Cc1ccccc1NC(=S)NC(=O)CCc1ccccc1	10	118	·	·	·	45%	-10	118	-8%
Cc1ccccc1Cn1ccc(NC(=O)c2cnn3cccnc23)n1	-5	110	-3	83	87	-12%	5	110	-3%
O=S1(=O)C=CC(Sc2nc3ccccc3[nH]2)C1 (stereo unspecified)	15	100	-13	20	33	10%	-15	100	-3%
O=C(CCC1N=C2c3ccccc3N=C(SCc3cccc(Cl)c3)N2C1=O)NCc1ccco1 (stereo unspecified)	19	111	13	63	50	-23%	-19	111	3%
O=C1C(c2ccc(F)cc2)N(Cc2ccc3c(c2)OCO3)C(=O)CN1C1CCCCC1 (stereo unspecified)	-12	94	·	·	·	-2%	12	94	6%
C=C(C)CSc1nnc(-c2ccccc2)n1N	-3	149	10	103	92	-14%	3	149	-1%
Cn1c(CO)c(-c2ccccc2)c2cc([N+](=O)[O-])ccc21	25	184	·	·	·	8%	-24	184	-7%
O=C1CN(C(=O)COC(=O)CCSc2ccccc2Cl)c2ccccc2N1	22	166	·	·	·	20%	-22	166	4%

Continued, starting with the last 3 of the part before.
SMILES	IL1B NFkB pot	IL1B NFkB pot cell count 2 µM	MRP reversal	MRP reversal cytotoxicity	MRP reversal with doxorubicin	PLAP inhibitors HTS	IL1B NFkB inh	IL1B NFkB inh cell count 2 µM	Bcl-B displacement
C=C(C)CSc1nnc(-c2ccccc2)n1N	-3	149	10	103	92	-14%	3	149	-1%
Cn1c(CO)c(-c2ccccc2)c2cc([N+](=O)[O-])ccc21	25	184	·	·	·	8%	-24	184	-7%
O=C1CN(C(=O)COC(=O)CCSc2ccccc2Cl)c2ccccc2N1	22	166	·	·	·	20%	-22	166	4%
COc1ccc(CCNc2ccncn2)cc1	6	171	-7	95	102	-4%	-6	171	-5%
CCOC(=O)C1=C(C)NC(=O)NC1c1ccco1 (stereo unspecified)	·	·	4	97	93	-8%	·	·	48%
Cc1ccc2nc(NC(=O)CNS(=O)(=O)c3ccc(Br)s3)sc2c1	-5	149	-8	78	86	-22%	5	149	-13%
COc1ccc(C(=O)/C=C(/C)N(C)C)cc1	4	176	·	·	·	23%	-4	176	-6%
CCN(CC)C(=O)NC1CC2CCCC(C1)N2Cc1ccccc1 (stereo unspecified)	6	230	0	91	91	-27%	-6	230	-9%
CCn1nc(C(=O)NC2=NCCS2)c2ccccc2c1=O	1	154	8	98	90	-60%	-1	154	-3%
C=CCNC(=O)c1onc(CSc2cc(C)cc(C)c2)c1C(=O)O	-1	146	·	·	·	-4%	1	146	-1%
O=C(C1CCCCN1S(=O)(=O)c1ccc(F)cc1)N1CCN(c2ccccc2F)CC1 (stereo unspecified)	8	61	·	·	·	-50%	-8	61	-3%
COc1cc(/C=N/NC(N)=O)ccc1OC(=O)c1ccc(C)cc1	-5	136	·	·	·	-2%	5	136	6%
O=C1N=C(c2ccccc2)C(c2ccccc2)N1 (stereo unspecified)	-4	142	·	·	·	4%	4	142	5%
C=CCOC(=O)COc1ccc2c(C)c(C)c(=O)oc2c1C	13	114	-19	74	93	·	-13	114	·

Screening results from PubChem.
